Screens as filed in PubChem BioAssay.
B2AR arrestin – qHTS assay of beta-arrestin-biased ligands of beta2-adrenergic receptor. hit rate 0.02% among 330,000. beta-arrestin recruitment to beta2AR, cell-based reporter. Beta-2 adrenergic receptor (Homo sapiens), P07550. Potency, µM (titrated, usually from 46.1 µM), for the others: at the highest dose activation, most hits filed as activators;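 further: potency means the concentration at half of the fitted maximal effect; 0% = DMSO controls and full agonism = EC100 isoproterenol or metaproterenol; nearly all actives have a fitted effect of over 65% in size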
BRCA1 expr act – qHTS Assay to Identify Small Molecule Activators of BRCA1 Expression; MCF7-BRCA1-FFLuc reporter, luminescence, 48 h; response scale: scaled: vehicle 0%, 10 µM genistein 100%; Potency, µM (top dose mostly 46.1 µM), inactives show top-dose activation, usual class: activators; hit rate 1.1% among 380,000; further: potency means the concentration at half of the fitted maximal effect; nearly all actives have a fitted effect of over 80% in size; some results filed as inactive show a strong effect at the top dose
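MCF7-BRCA1-FFLuc cells, 2000/well in phenol-red-free MEM, attached 2 h then treated 48 h at 37 C. Luciferase luminescence read 15 min after reagent; normalized to genistein maximum activation (10microM) and DMSO, concentration-response fitted.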
Eya2 phos inh – qHTS Assay for Inhibitors of the Phosphatase Activity of Eya2; hit rate 0.006% among 330,000; Protein phosphatase EYA2 (Homo sapiens), O00167; AID 488837, 2010; recombinant Eya2, OMFP fluorescence dephosphorylation (OMFP is methylfluorescein phosphate); Potency, µM (highest dose often 76.9 µM), without a hit: top-dose activity, negative = inhibition, usual class: inhibitors; further: potency means the concentration at half of the fitted maximal effect; on the % scale 0 is the no-effect control and ±100 the full control effect
Target sequence (O00167 whole entry, looked up): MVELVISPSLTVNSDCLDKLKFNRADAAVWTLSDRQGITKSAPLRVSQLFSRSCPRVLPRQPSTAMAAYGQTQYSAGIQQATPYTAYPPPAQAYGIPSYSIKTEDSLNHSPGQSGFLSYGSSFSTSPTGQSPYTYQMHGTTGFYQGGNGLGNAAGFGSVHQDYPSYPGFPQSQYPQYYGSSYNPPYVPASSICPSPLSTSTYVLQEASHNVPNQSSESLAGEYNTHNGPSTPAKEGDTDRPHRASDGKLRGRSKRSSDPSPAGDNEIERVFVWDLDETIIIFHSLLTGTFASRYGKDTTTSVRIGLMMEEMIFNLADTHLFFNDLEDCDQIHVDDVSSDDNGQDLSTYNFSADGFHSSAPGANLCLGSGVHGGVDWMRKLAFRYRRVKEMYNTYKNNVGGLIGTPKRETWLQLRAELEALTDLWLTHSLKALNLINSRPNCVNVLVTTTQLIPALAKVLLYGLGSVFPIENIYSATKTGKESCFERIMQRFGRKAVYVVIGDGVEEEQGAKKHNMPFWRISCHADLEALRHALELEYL
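Eya2 (0.2 uM) preincubated 10 min at ambient with compound, then OMFP substrate added at 50 uM; 10 min reaction in 50 mM HEPES pH 7.5, 50 mM NaCl, 5 uM MgCl2, 0.05% BSA, 1 mM DTT. Fluorescence read at Ex 485/Em 525 nm.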
Integrin act MD – qHTS for Activators of Integrin-Mediated Alleviation for Muscular Dystrophy; AID 624291, 2012; Potency, µM (doses to about 38.3 µM), for the others: top-dose activation, usual class: activators; hit rate 0.064% among 350,000; alpha7betagal myoblasts, beta-gal FDG fluorescence, 48 h;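 further: potency means the concentration at half of the fitted maximal effect; 100% = response of the positive control SU9516; nearly all actives have a fitted effect of over 60% in size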
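Alpha7betagal+/- myoblasts (passage 13) were plated 16-24 hr, then exposed to compounds (1:260 dilution of DMSO stock) for 48 hours at 37C. After MPER lysis, β-galactosidase reporter activity was read as FDG fluorescence (ex 480/em 540) after 30 minutes.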
TRPV1 agonist – HTS Assay for Compounds that Act as Agonists of the Vanilloid Receptor 1. Transient receptor potential cation channel subfamily V member 1 (Homo sapiens), Q8NER1. TRPV1-expressing cells, Fluo-8 calcium influx, agonist mode. activation, % at 8.33 µM. hit rate 0.19% among 320,000. AID 540275, 2011; in the data active means activation above about 80%; inconclusive means between about 30% and that limit; further: 0% is about no effect
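Fluo-8 calcium influx in TRPV1-expressing cells, kinetic read (ex 480/em 520 nm). Compound added and read 3 min for agonist activity, followed by capsaicin at EC20 final and 2 min further read for enhancement.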
PTAP TSG101 blk – qHTS Assay for Iinhibitors of HIV-1 Budding by Blocking the Interaction of PTAP/TSG101; Tumor susceptibility gene 101 protein (Homo sapiens), Q99816; Fluorescence polarization, FITC-PTAP peptide / Tsg101 binding; Potency, µM (doses to about 115 µM), for inactives: at the top dose activity change, negative = inhibition, actives largely listed as inhibitors; 340,000 tested, under 10 active; active means well fitted inhibition curve with a large enough effect in the main read-out, with a control signal flat, not every such curve was filed as active; inconclusive means small, poorly fitted or top-dose-only effect, or effect the other way, or a change in a side signal; inactive means no such curve, though single readings can be large or run the other way; further: potency means the concentration at half of the fitted maximal effect; % of control where 0% means no effect
Target sequence (Q99816 whole entry, looked up): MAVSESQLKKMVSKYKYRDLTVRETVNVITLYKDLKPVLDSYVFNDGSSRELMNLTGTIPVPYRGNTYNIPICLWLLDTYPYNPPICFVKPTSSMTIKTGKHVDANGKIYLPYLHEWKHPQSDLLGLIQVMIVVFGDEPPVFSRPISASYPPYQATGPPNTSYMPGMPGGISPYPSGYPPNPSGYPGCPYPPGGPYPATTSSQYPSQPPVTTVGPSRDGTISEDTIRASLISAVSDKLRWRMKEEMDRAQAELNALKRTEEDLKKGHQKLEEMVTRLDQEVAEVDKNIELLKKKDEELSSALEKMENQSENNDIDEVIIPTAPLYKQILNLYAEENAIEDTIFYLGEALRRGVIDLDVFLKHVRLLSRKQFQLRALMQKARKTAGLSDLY
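Fluorescence polarization binding of Tsg101 binding domain (10 uM final) to FITC-labeled PTAP peptide (50 nM final) in HEPES pH 7.5 buffer with NaCl, Tween 20, EDTA, TCEP. Compounds added before peptide; binding 20 min at RT.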
USP2a block – qHTS Assay for Inhibitors of Ubiquitin-specific Protease USP2a Using CHOP2 as the Reporter; Ubiquitin carboxyl-terminal hydrolase 2 (Homo sapiens), O75604; USP2 core, Ub-CHOP2 coupled fluorogenic reporter, 485/531; Potency, µM (top dose mostly 38.3 µM), for inactives: at the highest dose activity change, negative = inhibition, usual class: inhibitors; hit rate 0.01% among 330,000;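 further: potency means the concentration at half of the fitted maximal effect; plate controls were DMSO wells for no effect and full inhibition by NEM control for full effect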
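USP2 core (10nM final) preincubated 30min RT with compound in 20mM Tris-HCl pH 8.0, 2mM CaCl2, 2mM beta-mercaptoethanol, 0.05% CHAPS; 25nM Ub-CHOP2 plus 25nM reporter substrate added, fluorescence (Ex485/Em531) read after 60min.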
uPA surface inh – qHTS for Inhibitors of Cell Surface uPA Generation | Potency, µM (titrated, usually from 38.3 µM), for the others: at the highest dose activity change, negative = inhibition, hits mostly inhibitors | hit rate 0.31% among 330,000 | AID 540303, 2011 | cell surface uPA generation assay, qHTS; active means well fitted inhibition curve with a large enough effect; inconclusive means small, poorly fitted or top-dose-only effect; inactive means no such curve, though single readings can be large or run the other way; tested in mouse RAW 264.7 cells; further: potency means the concentration at half of the fitted maximal effect; on the % scale 0 is the no-effect control and ±100 the full control effect; nearly all actives have a fitted effect of over 55% in size
p53 reactivator – qHTS assay for re-activators of p53 using a Luc reporter; H1299 p53-A138V BP100-luciferase reporter, luminescence, 24 h; Potency, µM (titrated, usually from 92.2 µM), without a hit: top-dose activity change, positive = activation, hits mostly activators; hit rate 0.063% among 320,000; AID 504706, 2011; further: potency means the concentration at half of the fitted maximal effect; % of control where 0% means no effect; nearly all actives have a fitted effect of over 45% in size
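H1299 (p53-null), stable ts p53-A138V + BP100-Luc; 1000 cells/well, Opti-MEM/10% FBS; cpd 4 pt, 1:5; 24 h, 37 deg C, 5% CO2; detection reagent 10 min RT; luminescence.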
S-ASM inh – Inhibitors of Secretory Acid Sphingomyelinase (S-ASM): qHTS. placental ASM, HMU-PC fluorogenic substrate, 60 min. hit rate 0.006% among 340,000. Sphingomyelin phosphodiesterase (Homo sapiens), P17405. Potency, µM (top dose mostly 57.5 µM), for the others: top-dose activity change, negative = inhibition, actives largely listed as inhibitors; further: potency means the concentration at half of the fitted maximal effect
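HMU-PC0 cleavage (9 uM final) by human placental ASM, 60 min at 37 °C following 10 min compound exposure at RT; stopped at pH 10, fluorescence Ex 386/Em 447 nm.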
ELG1 genotox – qHTS screen for small molecules that induce genotoxicity in human embryonic kidney (HEK293T) cells expressing luciferase-tagged ELG1; HEK293T ELG1-luciferase reporter, luminescence, 16 h; AID 504466, 2011; Potency, µM (titrated, usually from 46 µM), for the others: at the highest dose activity change, positive = activation, most hits filed as activators; hit rate 1.3% among 330,000; further: potency means the concentration at half of the fitted maximal effect; % of control where 0% means no effect; nearly all actives have a fitted effect of over 60% in size
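HEK293T cells expressing luciferase-tagged ELG1 were treated with compound or DMSO for 16 hr at 37°C. Luciferase activity was then read after 30 min with ONE-Glo at room temperature; rising signal flags genetic stress.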
Active calls of the source: *; [ ] = another dose, or the depositor's remark. Unless noted, the call rests on the fitted dose curve; in most records, active means well fitted curve in the direction sought with a large enough effect; inconclusive means small, poorly fitted or top-dose-only effect, or another doubt; inactive means no such curve, though single readings can be large; an effect the other way counts as inactive or inconclusive. Rows were taken by chance; any-hit rate near 2.6%.

`c1ccc(Oc2nc3ccccc3n3cccc23)cc1` gave B2AR arrestin -0.2%, BRCA1 expr act -37%, Eya2 phos inh -5%, Integrin act MD -38%[inhibitor], TRPV1 agonist 5, PTAP TSG101 blk 0%, USP2a block 1%, uPA surface inh -4%, p53 reactivator 1%, S-ASM inh -4% and ELG1 genotox -1%.
Cn1c(=O)c2ncn(CC(=O)N/N=C/c3ccco3)c2n(C)c1=O was read as B2AR arrestin -0.7%, BRCA1 expr act -12%, Eya2 phos inh -1%, Integrin act MD 10%, TRPV1 agonist -2, PTAP TSG101 blk -1%, USP2a block 3%, uPA surface inh 1%, p53 reactivator 2%, S-ASM inh 2% and ELG1 genotox 0%.
For Cc1ccc(NC(=O)c2cc(S(=O)(=O)N3CCC4(CC3)OCCO4)ccc2F)cc1 the results were B2AR arrestin 0.5%, BRCA1 expr act -8%, Eya2 phos inh -2%, Integrin act MD -23%, TRPV1 agonist 7, PTAP TSG101 blk -3%, USP2a block 1%, p53 reactivator -11%, S-ASM inh -2% and ELG1 genotox -9%.
`CC(=O)n1nc(-c2ccncc2)nc1SCC(=O)Nc1cccc(Cl)c1` gave B2AR arrestin 0.5%, BRCA1 expr act -1%, Eya2 phos inh -8%, Integrin act MD -18%, TRPV1 agonist -1, PTAP TSG101 blk 12%, USP2a block 0%, uPA surface inh 1%, p53 reactivator 3%, S-ASM inh -2% and ELG1 genotox -7%.
COc1ccc(NC(=O)c2cc3ccccc3cc2OC)cc1 was read as B2AR arrestin 0.4%, BRCA1 expr act -39%, Eya2 phos inh -11%, Integrin act MD inconclusive, TRPV1 agonist 20, PTAP TSG101 blk 0%, USP2a block 0%, uPA surface inh 4%, p53 reactivator 2%, S-ASM inh 1% and ELG1 genotox inconclusive.
Screening CC(=O)N1CCc2cc(Br)cc(S(=O)(=O)N3CCN(c4ccccn4)CC3)c21 returned B2AR arrestin -0.5%, BRCA1 expr act -11%, Eya2 phos inh 6%, Integrin act MD -18%, TRPV1 agonist -1, PTAP TSG101 blk -7%, USP2a block 0%, uPA surface inh -4%, p53 reactivator -17%, S-ASM inh -3% and ELG1 genotox 2%.
`O=c1cc(O)nc(-c2ccccc2)s1` gave B2AR arrestin -0.2%, BRCA1 expr act 11%, Eya2 phos inh 2%, Integrin act MD -5%, TRPV1 agonist 3, PTAP TSG101 blk 2%, USP2a block 0%, uPA surface inh 0%, p53 reactivator 2%, S-ASM inh 3% and ELG1 genotox -3%.
Screening COc1ccccc1N1CCN(C(=O)c2ccc(N3CCCC3=O)cc2)CC1 returned B2AR arrestin 0.4%, BRCA1 expr act 3%, Eya2 phos inh 8%, Integrin act MD 11%, TRPV1 agonist 2, PTAP TSG101 blk -5%, USP2a block 1%, uPA surface inh 7%, p53 reactivator -6%, S-ASM inh -1% and ELG1 genotox -4%.
For CCCCNC(=O)CNC(=S)N(Cc1ccccc1F)C1CCCCC1 the results were B2AR arrestin -0.3%, BRCA1 expr act -11%, Eya2 phos inh 2%, Integrin act MD -11%, TRPV1 agonist 28, PTAP TSG101 blk 1%, USP2a block -5%, uPA surface inh 6%, p53 reactivator 1%, S-ASM inh -3% and ELG1 genotox -3%.
Cc1ccc(OCc2nn3c(-c4n[nH]c5c4CCC5)nnc3s2)cc1 was read as B2AR arrestin 0.0%, Eya2 phos inh 9%[15.4 µM], TRPV1 agonist 0, USP2a block 2%, p53 reactivator -7% and ELG1 genotox 7%.

Two successive records out of the list so far:
For CCCCNC(=O)CNC(=S)N(Cc1ccccc1F)C1CCCCC1 the results were B2AR arrestin -0.3%, BRCA1 expr act -11%, Eya2 phos inh 2%, Integrin act MD -11%, TRPV1 agonist 28, PTAP TSG101 blk 1%, USP2a block -5%, uPA surface inh 6%, p53 reactivator 1%, S-ASM inh -3% and ELG1 genotox -3%.
Cc1ccc(OCc2nn3c(-c4n[nH]c5c4CCC5)nnc3s2)cc1 was read as B2AR arrestin 0.0%, Eya2 phos inh 9%[15.4 µM], TRPV1 agonist 0, USP2a block 2%, p53 reactivator -7% and ELG1 genotox 7%.

Next records follow:
`O=C(/C=C/c1ccc(Br)o1)OCc1nc2ccsc2c(=O)[nH]1` gave B2AR arrestin 0.1%, BRCA1 expr act -10%, Eya2 phos inh 0%, Integrin act MD 16%, TRPV1 agonist -1, PTAP TSG101 blk 0%, USP2a block 2%, uPA surface inh -4%, p53 reactivator -2%, S-ASM inh 2% and ELG1 genotox -9%.
Cn1nc(C(F)(F)F)cc1-c1ccc(/C=C(\C#N)C(=O)c2ccccc2)s1 was read as B2AR arrestin 3.1%, BRCA1 expr act 18%, Eya2 phos inh 20%, Integrin act MD 3%, TRPV1 agonist -2, PTAP TSG101 blk inconclusive, USP2a block 0%, uPA surface inh -1%, p53 reactivator 5%, S-ASM inh 1% and ELG1 genotox inconclusive.
CCC(NC(=S)NC1CCCCC1)c1ccc(C)cc1 (stereo unspecified) was read as B2AR arrestin -0.4%, Eya2 phos inh -5%, TRPV1 agonist 29, USP2a block 1%, p53 reactivator 6% and ELG1 genotox -12%.
Screening O=C(COC(=O)/C=C/c1ccccc1)Nc1nnc(-c2ccccc2)o1 returned B2AR arrestin -0.4%, BRCA1 expr act -11%, Eya2 phos inh -3%, Integrin act MD 10%, TRPV1 agonist 3, PTAP TSG101 blk -3%, USP2a block -1%, uPA surface inh 1%, p53 reactivator -2%, S-ASM inh -3% and ELG1 genotox 0%.
C=CCN1CCN(C(CCC)c2nnnn2Cc2ccco2)CC1 (stereo unspecified) was read as B2AR arrestin -0.6%, BRCA1 expr act 0%, Eya2 phos inh 23%, Integrin act MD -2%, TRPV1 agonist 1, PTAP TSG101 blk -2%, USP2a block 1%, uPA surface inh 1%, p53 reactivator 1%, S-ASM inh -2% and ELG1 genotox 3%.
`COc1ccc(Cc2nnc(NCCO)[nH]c2=O)cc1` gave B2AR arrestin -0.2%, BRCA1 expr act -8%, Eya2 phos inh 0%, Integrin act MD inconclusive, TRPV1 agonist 1, PTAP TSG101 blk -2%, USP2a block 3%, uPA surface inh 4%, p53 reactivator 2%, S-ASM inh 2% and ELG1 genotox -1%[9.26 µM].
`O=C(CNS(=O)(=O)N1CCOCC1)N/N=C/c1cccnc1` gave B2AR arrestin -0.8%, BRCA1 expr act 19%, Eya2 phos inh 2%, Integrin act MD 17%, TRPV1 agonist -1, PTAP TSG101 blk 0%, USP2a block -1%, uPA surface inh 3%, p53 reactivator 0%, S-ASM inh 4% and ELG1 genotox 1%.
CCOC(=O)/C=c1\s/c(=C\c2sccc2C)c(=O)n1CC(=O)NCc1ccc(C)cc1 was read as B2AR arrestin -0.2%, Eya2 phos inh 8%, TRPV1 agonist -1, USP2a block 1%, p53 reactivator -1% and ELG1 genotox 8%.
Screening Cc1ccc(OCc2cc(C(=O)N3CCN(C4CCCC4)CC3)no2)cc1C returned B2AR arrestin -0.1%, BRCA1 expr act -1%, Eya2 phos inh -11%, Integrin act MD -1%, TRPV1 agonist 25, PTAP TSG101 blk -3%, USP2a block 2%, uPA surface inh 1%, p53 reactivator inconclusive, S-ASM inh 0% and ELG1 genotox 5%.
`Cc1cc2c(n1-c1ccc(C(N)=O)cc1)CC(C)(C)CC2=O` gave B2AR arrestin 0.8%, BRCA1 expr act -4%, Eya2 phos inh -2%, Integrin act MD 5%, TRPV1 agonist 1, PTAP TSG101 blk -6%, USP2a block 1%, uPA surface inh 0%, p53 reactivator -10%, S-ASM inh 2% and ELG1 genotox -1%.
